# Compound activity: PubChem BioAssay, The Scripps Research Institute Molecular Screening Center
# TEAD-YAP block – TEAD-YAP interaction inhibition; HEK-TIYL cells, TEAD-Gal4/YAP UAS-luciferase luminescence; inhibition, % at 9.12 µM; 640,000 tested, 1.4% active; in the data active means inhibition above about 32%;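 further: 0% = median of test compound wells and 100% = reference inhibitor wells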
# MITF primary – human MITF inhibition, primary screen | AlphaScreen MITF homodimerization, bead proximity signal | AID 1259374 | inhibition, % at 2.6 µM | 650,000 tested, 0.91% active | O75030; in the data active means inhibition above about 50%;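 further: 0% = vehicle wells with protein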
# GPR151 ag – activators of human GPR151 | 650,000 tested, 1% active | activation, % at 11.2 µM | PathHunter beta-arrestin GPR151 cells, luminescence; in the data active means activation above about 4.9%;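 further: 0% = median of compound wells and 100% = cells with positive control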
# FBW7 act – human FBW7 E3 ligase activation, primary screen | Q969H0 | AID 1259310 | normalized activity (activation), % at 26.1 µM | AlphaScreen FBW7–phospho-cyclin E peptide binding, activator screen | 650,000 tested, 0.13% active; in the data active means normalized activity above about 1.9%;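 further: purified mutant Fbw7 with reduced substrate affinity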
# Target sequence (Q969H0 whole entry, looked up): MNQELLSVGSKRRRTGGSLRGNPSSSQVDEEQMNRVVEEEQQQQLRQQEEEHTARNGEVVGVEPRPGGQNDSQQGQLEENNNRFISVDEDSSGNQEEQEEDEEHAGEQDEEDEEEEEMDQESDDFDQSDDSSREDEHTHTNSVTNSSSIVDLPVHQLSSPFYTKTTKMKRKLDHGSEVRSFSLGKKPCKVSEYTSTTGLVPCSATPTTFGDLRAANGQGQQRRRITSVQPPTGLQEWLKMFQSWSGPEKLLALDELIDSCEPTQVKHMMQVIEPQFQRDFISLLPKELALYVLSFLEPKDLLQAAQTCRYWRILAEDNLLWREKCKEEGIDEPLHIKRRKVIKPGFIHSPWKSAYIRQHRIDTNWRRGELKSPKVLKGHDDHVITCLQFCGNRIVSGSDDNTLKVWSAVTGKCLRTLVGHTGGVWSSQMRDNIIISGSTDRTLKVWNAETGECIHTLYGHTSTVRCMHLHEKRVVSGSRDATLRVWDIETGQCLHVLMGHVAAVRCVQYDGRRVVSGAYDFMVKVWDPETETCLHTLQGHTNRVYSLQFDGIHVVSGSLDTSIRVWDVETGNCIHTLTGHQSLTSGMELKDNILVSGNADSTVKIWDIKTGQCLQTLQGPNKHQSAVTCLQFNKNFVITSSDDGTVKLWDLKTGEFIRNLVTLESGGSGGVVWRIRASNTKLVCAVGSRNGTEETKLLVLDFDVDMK
# Active calls of the source: *.
# Preview, 7 compounds:
SMILES,TEAD-YAP block,MITF primary,GPR151 ag,FBW7 act
CC(=O)Nc1ccc(Nc2nc(Cl)nc3c2ncn3C2CCCCC2)cc1,-15,7,2.4,-0.1
O=C(N/N=C/c1cccc([N+](=O)[O-])c1)c1cccc2ccccc12,7,10,0.1,0.7
Cc1ccc(C)n1NC(=O)c1ccc(C(C)(C)C)cc1,-3,20,-0.2,1.0
CCN1Cc2ccc(OC)cc2C[C@@H]1C(=O)Nc1ccc(-c2cn[nH]c2)cc1OCCN(C)C,-4,-11,1.4,0.0
COc1ccc(CN2CCc3ccccc3C2)c(OC)c1,14,49,-1.6,0.0
CC1CC(C)CN(C(=O)C2c3ccccc3C(=O)N(C)C2c2cccs2)C1 (stereo unspecified),4,9,-0.8,0.2
Fc1cc(-c2ccnc(Nc3ccc(-n4cnc(-c5ccc(Cl)cn5)n4)cc3)n2)cc(N2CCOCC2)c1,6,13,0.8,0.1

# The whole of this part, previewed entries included:
SMILES,TEAD-YAP block,MITF primary,GPR151 ag,FBW7 act
CC(=O)Nc1ccc(Nc2nc(Cl)nc3c2ncn3C2CCCCC2)cc1,-15,7,2.4,-0.1
O=C(N/N=C/c1cccc([N+](=O)[O-])c1)c1cccc2ccccc12,7,10,0.1,0.7
Cc1ccc(C)n1NC(=O)c1ccc(C(C)(C)C)cc1,-3,20,-0.2,1.0
CCN1Cc2ccc(OC)cc2C[C@@H]1C(=O)Nc1ccc(-c2cn[nH]c2)cc1OCCN(C)C,-4,-11,1.4,0.0
COc1ccc(CN2CCc3ccccc3C2)c(OC)c1,14,49,-1.6,0.0
CC1CC(C)CN(C(=O)C2c3ccccc3C(=O)N(C)C2c2cccs2)C1 (stereo unspecified),4,9,-0.8,0.2
Fc1cc(-c2ccnc(Nc3ccc(-n4cnc(-c5ccc(Cl)cn5)n4)cc3)n2)cc(N2CCOCC2)c1,6,13,0.8,0.1
O=C(Nc1ccc(Cl)c(Cl)c1)Nc1nc(-c2ccccc2)cs1,2,8,0.6,0.3
O=C1NC(=O)C(C=Nc2ccc(OC(F)F)cc2)C(=O)N1,-9,-6,-1.0,-0.1
CCOC(=O)c1c(/N=c2\oc3ccc(OC)cc3cc2C(N)=O)sc2c1CCCC2,-1,-14,-0.7,-0.1
CCC(=O)Nc1ccc(C(=O)CSc2nnc(NC3CCCCC3)s2)cc1,-9,3,1.4,0.2
O=C1N=C(N2CCOCC2)S/C1=C/c1ccccc1OCc1ccc([N+](=O)[O-])cc1,7,-31,2.5,-0.1
CCOc1ccc(CC(=O)Nc2nc(-c3ccccc3)cs2)cc1,-21,6,1.9,-0.1
O=C(COc1ccccc1Cl)NC1CC1,-12,4,-0.4,0.0
CS(=O)(=O)N(CC(=O)Nc1ccc(Cl)cc1)c1ccc(Cl)c(Cl)c1,7,-1,0.6,0.1
Nc1nc(Cc2ccc([N+](=O)[O-])cc2)ns1,-2,-6,-0.5,-0.1
Cc1ccccc1OC(C)C(=O)N1CCN(c2ccc([N+](=O)[O-])cc2)CC1 (stereo unspecified),-6,-15,1.0,0.1
O=C(CSc1nc2ccsc2c(=O)n1CCc1ccc(Cl)cc1)N1CCCC1,6,-3,-0.3,0.0
Cc1ncc([N+](=O)[O-])n1Cc1ccc2ccccc2c1,-1,-8,-0.9,-0.2
c1ccc(OCCNc2ncnc3nc(Nc4nccc5ccccc45)[nH]c23)cc1,-2,14,1.7,-0.2
Cc1ccc(C(=O)N/C(=C\c2cccnc2)C(=O)NCCc2c[nH]c3ccccc23)cc1,9,-2,0.2,-0.1
COc1ccc(OC)c(-n2c(=S)[nH]c3cc(C(=O)Nc4ccccc4OC)ccc3c2=O)c1,8,4,-0.6,0.0
Cc1cc(-c2cnc(N3CCOCC3)nc2C2CCN(C(=O)c3ccccn3)CC2)on1,-14,28,0.0,0.0
CC(=O)Nc1nc(C(=O)Nc2nc(-c3sc(C)nc3C)cs2)cs1,-19,4,5.7*,0.2
O=C(CN1C2CCC1CC(O)C2)N1c2ccccc2Sc2ccc(C(F)(F)F)cc21 (stereo unspecified),6,-11,3.0,0.0

# As a short view, 3 of the compounds above.
SMILES,TEAD-YAP block,MITF primary,GPR151 ag,FBW7 act
CC(=O)Nc1ccc(Nc2nc(Cl)nc3c2ncn3C2CCCCC2)cc1,-15,7,2.4,-0.1
O=C(N/N=C/c1cccc([N+](=O)[O-])c1)c1cccc2ccccc12,7,10,0.1,0.7
Cc1ccc(C)n1NC(=O)c1ccc(C(C)(C)C)cc1,-3,20,-0.2,1.0

# Compound profiles, from the list above. Values in the order: TEAD-YAP block | MITF primary | GPR151 ag | FBW7 act
# Entry for Cc1cc(-c2cnc(N3CCOCC3)nc2C2CCN(C(=O)c3ccccn3)CC2)on1 = -14 | 28 | 0.0 | 0.0
# Entry for COc1ccc(OC)c(-n2c(=S)[nH]c3cc(C(=O)Nc4ccccc4OC)ccc3c2=O)c1 = 8 | 4 | -0.6 | 0.0

# New compounds follow.
SMILES,TEAD-YAP block,MITF primary,GPR151 ag,FBW7 act
O=C1/C(=C/c2ccncc2)NC(=S)N1c1ccccc1,5,3,1.7,-0.1
CCc1nc(N)c(C#N)c(-c2cccs2)c1C,-18,-3,2.7,-0.3
C=CCSc1nc2ccccc2n1C(=O)/C=C/c1ccc2c(c1)OCO2,-1,7,-1.4,-0.1
COc1ccc(CCNC(=O)CCCCCN2C(=O)c3ccccc3C2=O)cc1,3,17,1.0,0.1
COc1ccc(C(=O)CSC2=C(C#N)C3(CCCCC3)C(C#N)=C(N)N2)cc1,0,-6,1.1,0.0
Nc1ccccc1N=CC1=C(O)CC(c2ccccc2)CC1=O (stereo unspecified),-43,12,-2.7,-0.1
O=C(COC(=O)CCC1CCCCC1)Nc1ccc(S(=O)(=O)N2CCOCC2)cc1,4,-4,1.5,0.0
CCC1CCCCN1C(=O)C1=CC(c2cccc(OC)c2)=NS(=O)(=O)N1C (stereo unspecified),10,1,0.5,0.0
CC(NC(=O)CCNc1c(N2CCCC2)c(=O)c1=O)c1ccccc1 (stereo unspecified),6,-8,-0.6,-0.1
COc1ccccc1C1CC(C(F)(F)F)n2ncc(C(=O)NCc3ccco3)c2N1 (stereo unspecified),-4,-2,-1.6,-0.3
CNc1nc(N(c2ccccc2)c2ccccc2)nc(-n2c(C(F)(F)F)nc3ccccc32)n1,-5,-3,0.2,0.0
COc1cc(OC)c(OC)cc1/C=C1\N=C(c2ccc([N+](=O)[O-])cc2Cl)OC1=O,4,-6,-0.4,-0.2
COc1cccc(N2CC(C)Cn3c2nc2c3c(=O)n(CC(C)C)c(=O)n2C)c1 (stereo unspecified),6,7,0.9,-0.2
CC1CCCN(Cc2ccc(C(=O)NCc3cnc4ccccc4c3)c(=O)[nH]2)C1 (stereo unspecified),2,2,1.6,0.0
CN(Cc1cccs1)C(=O)CSc1nnc(Nc2ccccc2F)s1,-13,5,0.6,0.2
CCCCNC(=O)CSc1nc2ccccc2c2nc(-c3cccc([N+](=O)[O-])c3)nn12,-4,1,1.0,-0.2
CCOC(=O)C1=C(C)N=c2s/c(=C\c3c[nH]c4ccccc34)c(=O)n2C1c1ccccc1Cl (stereo unspecified),18,2,-0.2,0.0
CCOC(=O)CCn1c(=O)oc2ccccc21,-1,3,0.8,1.2
CCOc1ccc(C2=NC(c3ccc(C(=O)OC)cc3)NC(c3ccccc3O)C2)cc1 (stereo unspecified),-57,4,-1.4,-0.1
COc1ccc(-n2nc(C(=O)NCC(=O)N3CC(C)CC(C)C3)c3ccccc3c2=O)cc1 (stereo unspecified),12,5,0.9,0.1
Cc1ccc(N(C(C)C(=O)Nc2ccccc2Br)S(C)(=O)=O)cc1C (stereo unspecified),-3,4,-0.3,-0.2
Cc1cc(C)c2nc(-c3ccc(N)cc3)oc2c1,-67,-1,-0.9,-0.2
CCOC(=O)Cn1c(C)cc(C)c([N+](=O)[O-])c1=O,-2,10,2.8,0.1
COc1ccccc1CNC(=O)[C@@H](NC(=O)c1ccccc1F)C(C)C,1,5,1.0,-0.1
COc1cccc(-c2nnc3sc(CN4CCc5ccccc5C4)cn23)c1,49*,3,1.0,0.1
# More entries follow.
SMILES,TEAD-YAP block,MITF primary,GPR151 ag,FBW7 act
COc1cc(/C=N/NCCO)cc(OC)c1O,10,26,1.2,-0.1
Cn1cc(-c2cnc3c(Nc4cccc(C(F)(F)F)c4)nccn23)cn1,0,12,0.3,0.2
COc1ccc(C(=O)OCCN2C(=O)c3ccccc3C2=O)cc1OC,-7,-12,0.7,0.2
COc1cc([N+](=O)[O-])cc(/C=N/NC(=S)Nc2cccc(C(=O)O)c2)c1O,6,-8,0.3,0.0
COC(=O)c1sc(NC(=O)CSc2nnc3cc(C)c4ccccc4n23)c(C(=O)OC)c1C,-10,-15,-0.4,0.0
COc1cccc(Nc2nc(N3CCN(C)CC3)nc3c2cnn3C)c1,43*,18,4.4,0.6
O=C(/C=C/c1ccc([N+](=O)[O-])o1)c1ccc(F)cc1,-3,27,-1.1,0.2
Brc1ccc(C(N2CCOCC2)N2CCOCC2)cc1,-5,10,0.2,-0.1
O=C(NC1CC2CCC(C1)N2Cc1nnnn1C1CC1)NC12CC3CC(CC(C3)C1)C2 (stereo unspecified),1,5,-1.9,1.6
Cc1ccc(C(=O)c2ccc(Br)cc2)cc1S(N)(=O)=O,-1,18,0.7,0.1
CC1CCCC(C)N1C(=O)c1cc(S(=O)(=O)N2CCOCC2)c(Cl)cc1Cl (stereo unspecified),5,-11,1.0,0.2
OCc1ccccc1-c1cnc2ccc(NCc3ccc4c(c3)OCO4)nn12,-2,-3,0.3,-0.1
CC1CCc2c(sc(NC(=O)CN3CCN(c4ccc(O)cc4)CC3)c2C#N)C1 (stereo unspecified),3,11,-0.4,0.2
CCC(C(=O)N1CCN(CC(=O)c2ccco2)CC1)c1ccccc1 (stereo unspecified),6,29,-0.2,0.2
CCN1CCN(C(=O)C2(NC(=O)Nc3ccccc3Cl)CCCCC2)CC1,2,0,1.6,-0.3
CCOC(=O)C(C)Oc1cc2oc(=O)cc(-c3ccccc3)c2cc1Cl (stereo unspecified),-1,-2,-0.9,0.0
COC(=O)c1sc(N2C(=O)C(=O)/C(=C(/O)c3ccc(F)cc3)C2c2ccco2)nc1C (stereo unspecified),-1,10,0.2,0.1
Nc1ncnc(Nc2ccc(SC(F)F)cc2)c1[N+](=O)[O-],-5,0,1.4,0.1
O=C(Nc1cc(F)c(F)cc1Cl)NC(c1ccccc1)c1ccccc1,11,9,0.5,0.0
COC(=O)C1=C(C)NC2=C(C(=O)CC(c3ccc(Cl)cc3)C2)C1c1ccc(O)c(OC)c1 (stereo unspecified),5,0,-0.4,0.3
CC(C)[C@H](NS(=O)(=O)/C=C/c1ccccc1)C(=O)OCC(=O)N1CCc2ccccc21,-7,-5,1.8,0.0
CN1C(=O)CC(C(=O)Nc2ccc(C(=O)O)cc2)SC1=Nc1cccc(Cl)c1 (stereo unspecified),-2,-5,1.7,0.0
O=C1/C(=C/c2ccc(-c3ccc(Br)cc3)o2)C=C(c2ccccc2)N1c1cccc(Br)c1,-4,-10,-1.0,0.0
O=C(COc1ncnc2ccc(Br)cc12)NC1CCCC1,10,-2,-1.1,-0.2
CSCC[C@H](NC(=O)c1ccc([N+](=O)[O-])cc1)c1nc2ccccc2[nH]1,4,6,-0.3,-0.2
# More records.
SMILES,TEAD-YAP block,MITF primary,GPR151 ag,FBW7 act
Cc1ccc(CC23CN4CC(CN(C4)C2)C3=O)c(C)c1,2,1,1.8,-0.1
CCCCC(CC)CNC(=O)CCn1c(=S)[nH]c2ccsc2c1=O (stereo unspecified),-8,2,-0.3,-0.1
COc1ccc(/C(N)=N/OC(=O)CCC2CCCC2)cc1OC,-10,8,-0.9,-0.1
COc1ccc(NC(=O)C(=O)NCC(=O)Nc2ccc(C)cc2)cc1,-9,1,0.6,-0.1
COc1ccc2c(c1)CC(C(=O)Nc1ccc(-c3cn[nH]c3)cc1OCCN(C)C)CC2 (stereo unspecified),-12,14,-1.1,0.1
C=CCNC(=O)c1cc2c(=O)n3cccc(C)c3nc2n1C,6,12,-0.6,0.2
CCC(Sc1nc2cc(OC)c(OC)cc2c(=O)n1Cc1ccco1)C(=O)Nc1ccc(Cl)cc1 (stereo unspecified),7,2,-1.3,-0.1
N#CCSCC(=O)Nc1ccccc1,-13,1,-0.4,0.0
Cc1ccc(NC(=O)NNC(=O)c2cc3sccc3[nH]2)cc1C,23,5,0.7,0.2
CCN(CC)C(=O)C1CCCN(c2nc(Nc3ccc(NC(C)=O)cc3)c3ncn(Cc4ccc(C(F)(F)F)cc4)c3n2)C1 (stereo unspecified),3,0,0.1,-0.2
Cc1cccc(C)c1OCCCN1CC(C)OC(C)C1 (stereo unspecified),1,25,-0.4,-0.1
CCC1Oc2nc3ccccc3cc2CN(Cc2ccc(C)o2)C1=O (stereo unspecified),0,15,0.6,0.0
COCCCNCCOCCOc1cccc(Cl)c1,-10,28,-0.7,-0.2
Cc1ccc(CSc2nc3ccc(C(=O)NCCCN4CCCC4=O)cc3n2C)cc1,0,-5,0.1,-0.2
CC(=O)NC(=S)Nc1cc(C(=O)O)ccc1Cl,0,5,-1.0,0.8
O=C(CCc1c[nH]c2ccccc12)Nn1c(=S)[nH]c2ccccc2c1=O,-3,8,-0.8,-0.1
CCCNC(=O)[C@H]1C[C@@H](c2ccc(OC)c(OC)c2)NS(=O)(=O)N1C,1,-3,0.4,-0.1
